Screening data from PubChem.
Wnt bcat act: activates Wnt/beta-catenin signaling in a reporter cell assay; activator, plate reader; activation, % at 9.35 µM; actives 1.2% (n = 300,000); in the data active = activation above about 30%, passing the limit was not always enough;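 note: 0% = neutral control wells and 100% = positive control wells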
RTF Ca sens act: increases calcium sensitivity of human cardiac regulated thin filaments | P19429+P45379 | actives 0.24% (n = 340,000) | IANBD-labeled TnC RTF fluorescence at EC20 calcium; 0% EC20 calcium, 100% full calcium | activation, % at 7.2 µM | AID 493008;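 active = activation above the mean over all tested compounds plus 3 SD, cut at about 30% in these data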;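 note: rise in fluorescence read as greater calcium sensitivity of cardiac thin filaments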
DSG3 Ab inh: human desmoglein-3 autoantibody binding inhibition | P32926 | DSG3-coupled beads, scFv-anti-DSG3-GFP binding, flow cytometry; stronger effect = lower value | actives 0.48% (n = 310,000) | binding (percent of control), % at 10 µM;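 active = binding more than 3 SD below its plate's average and above zero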;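 note: hits lower antibody fragment binding to DSG3; some compounds called inactive have numbers as strong as hits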
MOR-DOR inv ag: inverse agonist of human OPRM1-OPRD1 heterodimerization; P35372+P41143; cell-based MOR-DOR heterodimer luminescence, inverse agonism; inhibition, % at 9.3 µM; actives 0.21% (n = 340,000); in the data active = inhibition above about 22%, passing the limit was not always enough;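 note: 0% = cells with DMSO and 100% = wells without cells with DMSO; values of inactives mirror those of a sister screen read the other way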
RTF Ca sens inh: cardiac RTF calcium desensitization. AID 493244. inhibition, % at 7.15 µM. actives 0.12% (n = 340,000). P19429+P45379. IANBD-labeled cardiac RTF, Ca2+ fluorescence;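 active = inhibition above the mean inhibition of all tested compounds plus 3 SD, cut at about 17% in these data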;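 note: assay run at fixed EC70 calcium of 1.6 mM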
V-ATPase pHluor: regulators of yeast V-ATPase proton transport | S. cerevisiae, pHLuorin cytosolic pH fluorescence | response, % at 10 µM | actives 0.37% (n = 350,000); in the data active = response mostly above about 7.3%, no sharp cut-off; inactive = mostly below about 5.4%; note: actives read high; inactives centre near 0; some compounds called inactive have numbers as strong as hits; reference of the scale not given here
C-LANA FP: inhibitors of KSHV LANA C-terminal domain DNA binding; inhibition, % at 9 µM; AID 504423; actives 0.078% (n = 340,000); MBP-C-LANA/FAM-LBS DNA binding, fluorescence polarization;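 active = highest replicate inhibition at or above 60% at 9 µM, even if other replicates fall short; inactive = all replicates below 60% inhibition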;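 note: 0% = neutral control wells and 100% = 4 µM acridine orange control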
Keap1-Nrf2 PPI: disrupts human Keap1 binding to Nrf2 peptide; inhibition, % at 9.4 µM; Q14145; AID 504523; Keap1 Kelch-Nrf2 peptide fluorescence polarization, 1536-well; actives 0.15% (n = 340,000); in the data active = inhibition above about 12%;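 note: human Keap1 Kelch domain with fluorescein labeled Nrf2 9mer peptide probe; 0% = neutral control wells and 100% = peptide positive control; higher means more block of Keap1 binding to Nrf2 peptide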
Target sequence (Q14145 whole entry, looked up, the tested form may be a part): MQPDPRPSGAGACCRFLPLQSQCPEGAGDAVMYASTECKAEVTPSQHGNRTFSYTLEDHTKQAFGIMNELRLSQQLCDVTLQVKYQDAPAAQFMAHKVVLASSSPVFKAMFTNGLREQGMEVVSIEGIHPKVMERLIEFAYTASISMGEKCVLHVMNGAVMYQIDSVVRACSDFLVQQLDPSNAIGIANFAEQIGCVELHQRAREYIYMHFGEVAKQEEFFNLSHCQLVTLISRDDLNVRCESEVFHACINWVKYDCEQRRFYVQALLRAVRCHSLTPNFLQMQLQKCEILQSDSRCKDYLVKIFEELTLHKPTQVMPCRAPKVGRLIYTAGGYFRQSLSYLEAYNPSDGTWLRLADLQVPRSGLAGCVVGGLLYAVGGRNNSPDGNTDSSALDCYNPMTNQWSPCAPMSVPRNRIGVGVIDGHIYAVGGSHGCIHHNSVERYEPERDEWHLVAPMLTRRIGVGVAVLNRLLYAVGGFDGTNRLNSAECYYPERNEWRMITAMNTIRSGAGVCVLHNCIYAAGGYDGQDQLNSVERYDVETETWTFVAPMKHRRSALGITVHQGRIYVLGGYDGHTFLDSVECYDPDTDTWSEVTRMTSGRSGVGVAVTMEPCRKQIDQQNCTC
OPRM1-OPRD1 ag: agonists of human mu-delta opioid receptor heterodimerization | actives 0.3% (n = 340,000) | P35372+P41143 | cells, OPRM1-OPRD1 heterodimerization, luminescence | activation, % at 9.3 µM; in the data active = activation above about 18%;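 note: 0% = vehicle-treated cells and 100% = reference agonist; values of inactives mirror those of a sister screen read the other way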
Arrestin-AP2 inh: blocks beta-arrestin peptide binding to AP2 adaptin; FITC-arrestin peptide / GST-AP2 beads, flow cytometry; AP2 beta2 appendage carries R879A mutation; inhibition, % at 10 µM; actives 0.31% (n = 340,000); AID 504490;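 active = inhibition above a set limit, near 3 SD of compounds lacking own fluorescence, cut at about 54% in these data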;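 note: plate controls were DMSO wells for no effect and 5 µM unlabelled arrestin peptide for full effect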
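Assay system: GST-AP2 R879A bound to glutathione beads, E. coli-expressed; Medium: PBS with 0.05% Tween 20 and 0.1% BSA; Also added: fluorescein-tagged arrestin peptide at 50 nM final; Timing: 12 min plus 1 h, RT; Measured by: flow cytometry, FL1 (488/535 nm); Evaluation: percent drop in bead-associated FITC signal.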
An asterisk follows results filed as active; nt = not tested or not shown. Outcome played no part in choosing rows, and some 3.1% of all compounds hit somewhere here.

Every second line gives: Wnt bcat act	RTF Ca sens act	DSG3 Ab inh	MOR-DOR inv ag	RTF Ca sens inh	V-ATPase pHluor	C-LANA FP	Keap1-Nrf2 PPI	OPRM1-OPRD1 ag	Arrestin-AP2 inh
- O=C(CC(=O)NCc1ccc(Cl)cc1)NCc1ccc(Cl)cc1
→ -2	-6	104	-4	-7	-1	-1.2	-1	0.8	4
- COc1cc2c(C)nc3c(cnn3-c3ccccc3)c2cc1OC
→ -8	-10	98	15	6	-2	1.8	-1	-3.1	9
- O=C(c1ccccn1)N1CCCC(N2CCN(c3ccccc3)CC2)C1 (centres undefined)
→ -1	-7	90	3	-10	-1	-0.8	-2	-0.6	1
- O=C(NCc1ccco1)c1ccc(-c2csnn2)cc1
→ 3	11	nt	11	2	0	-2.1	1	-2.2	27
- COCCNC(=S)N(CCc1c(C)[nH]c2ccccc12)Cc1ccco1
→ -1	4	99	5	-9	11*	-1.2	3	-1.1	38
- CCN(CC)c1ccc(/C=C/c2cccc[n+]2C)c(OC)c1
→ -6	75*	199	22	-96	3	-47	-135	-4.6	-28
- Cc1ccc(C(=O)NCC(=O)Nc2cccc(S(=O)(=O)NC3=NCCCCC3)c2)cc1C
→ -7	-3	101	0	2	0	-0.2	0	0.1	11
- CCN1CCN(CC(O)COc2cccc(OC)c2)CC1 (centres undefined)
→ nt	-2	103	-2	-10	2	0.2	2	0.5	-9
- COC(=O)CSc1cc(C)nc(SC)n1
→ nt	3	106	4	-2	-2	0.1	-1	-0.9	4
- CCS(=O)(=O)c1ccc2c(c1)N(S(C)(=O)=O)CC(C(=O)NCCOC)O2 (centres undefined)
→ -5	-7	nt	12	6	0	0.3	-4	-1.9	15
- O=C(NCCS(=O)(=O)N1CCN(c2ccc(F)cc2)CC1)C1CC(=O)N(c2ccccc2)C1 (centres undefined)
→ -1	3	nt	4	-2	1	-0.7	0	-0.7	-1
- Cc1[nH]n(C(N)=S)c(=O)c1N=Nc1ccc2ccccc2c1
→ 17	-8	101	-10	-6	2	-1.2	-4	1.3	16
- O=C(N[C@H]1C/C=C\C[C@H](CC(=O)N(CCO)Cc2ccccc2)C(=O)NC[C@H](c2ccccc2)OC1=O)OCC1c2ccccc2-c2ccccc21
→ nt	1	100	-6	-5	2	-1.7	-2	1.0	6
- O=C(Cn1nc(-c2cccc(Cl)c2)ccc1=O)Nc1cccnc1
→ nt	3	99	-1	0	-2	-0.3	8	0.1	1
- COc1cc(C2CC(=O)c3cnc(N)nc3C2)cc(OC)c1OC (centres undefined)
→ nt	3	93	0	-7	6	-2.9	7	0.0	-10
- CC(=O)Nc1ccc(C(=O)Nc2cccc(S(=O)(=O)NC3=NCCC3)c2)cc1
→ -1	-2	102	-10	-2	2	-0.2	-3	1.6	-16
- O=C(Nc1ccc2snnc2c1)N1CCCCC1
→ 8	-2	106	12	3	0	1.1	-1	-2.6	8
- CCOC(=O)c1c(C)[nH]c(C(=O)CSc2nnnn2-c2ccccc2)c1C
→ -5	2	97	4	-1	-8	0.5	1	-0.7	17
- COc1ccc(Cl)cc1S(=O)(=O)n1c([N+](=O)[O-])cnc1C
→ -1	3	118	5	-1	5	0.5	-4	-1.1	2
- Cc1cc2c(N)cccc2nn1
→ nt	-6	nt	-88	4	-7	nt	1	15	27
- O=C(NCCOc1ccccc1)C1CCCN1C(=O)c1cccs1 (centres undefined)
→ nt	2	102	14	-12	-6	1.4	5	-2.4	7
- O=S(=O)(NC1c2cccc3cccc(c23)C1Sc1ncccn1)c1ccc(Cl)cc1 (centres undefined)
→ -3	-4	nt	-23	3	1	-1.1	1	4.4	2
- CC(C)OC(=O)c1c(NC(=O)c2ccco2)sc2c1CCCC2
→ -5	-1	nt	-1	3	-2	-1.2	-1	0.2	5
- O=C(NCCCn1ccnc1)c1ccc(Cl)cc1[N+](=O)[O-]
→ -6	0	93	8	-2	-1	-0.2	-1	-1.1	5
- CCOC(=O)N1CCN(S(=O)(=O)c2ccc(F)c(C(=O)Nc3ccc(C(C)C)cc3)c2)CC1
→ 2	-1	126	-4	-2	-1	2.9	1	0.8	9
- O=C(NCc1ccccc1)c1nc2ccccc2s1
→ 1	-1	113	0	-2	-4	-2.3	-4	-0.1	-3
- Cc1ccc(C(C(=O)NC2CCCCC2)N(C(=O)CCCC(=O)Nc2ccccn2)c2ccc3c(c2)OCCO3)cc1 (centres undefined)
→ 0	-2	96	14	3	0	-0.1	1	-2.6	3
- Cc1c(Cl)c([N+](=O)[O-])nn1CCCC(=O)Nc1sc2c(c1C(N)=O)CCC(C)C2 (centres undefined)
→ nt	-13	110	-7	2	-5	-0.2	2	1.2	35
- COc1cccc(-c2cc(C(F)(F)F)n3nc(C(=O)N4CCCCC4c4cccnc4)cc3n2)c1 (centres undefined)
→ 0	7	106	2	-6	1	-0.4	-11	-0.3	4
- Cc1cc(Nc2cccc(Cl)c2)c2ccccc2n1
→ 0	-8	105	-7	-8	2	0.6	1	1.5	1
- CCOC(=O)Cc1nn(Cc2ccc(Cl)cc2)c(=O)c2ccccc12
→ -2	-5	93	-3	-22	3	-1.1	-3	0.5	24
- CCC1CCc2sc(C(=O)N3CCN(c4ccccn4)CC3)cc2C1 (centres undefined)
→ 0	-2	112	-22	5	2	-1.2	-8	4.0	-13
- COc1ccc(N2CCc3c(C)nc4c(OC)cc(OC)cc4c32)c(OC)c1
→ nt	1	nt	16	-3	2	-3.8	-1	-3.1	9
- CCn1c2ccccc2c2cc(NC(=O)C(=O)N3CCOCC3)ccc21
→ -1	8	101	2	1	-1	0.2	4	-0.5	35
- Cc1ccc(O)c(NC(=S)NC(=O)c2ccc(-c3ccc(Cl)cc3)o2)c1
→ nt	-5	101	-21	2	-1	-0.4	1	4.3	28
- CCOC(=O)C1CCCN(C(=O)CCc2ccccc2)C1 (centres undefined)
→ -5	3	103	9	-4	-8	-0.6	0	-1.6	11
- O=C1NC(=S)NC1=Cc1ccc(Cl)cc1Cl
→ -1	-5	90	13	0	-2	-0.5	-1	-2.5	28
- Cc1ccc(C(=O)N2CCCC(c3nc4c(nnn4Cc4ccccc4)c(=O)[nH]3)C2)cc1 (centres undefined)
→ nt	4	102	4	-2	1	0.7	2	-0.7	5
- CC1Oc2ccccc2N(CC(=O)Nc2ccc3c(c2)OCCO3)C1=O (centres undefined)
→ nt	5	104	8	1	-1	-1.5	3	-1.4	-1
- CN=c1scc(C)n1/N=C/c1ccc(O)c(O)c1O
→ nt	-1	99	-31	-6	-10	-1.5	-10	6.1	30
- CN1C/C(=C/c2ccncc2)C(=O)/C(=C/c2ccncc2)C1
→ -1	-3	nt	12	-16	-3	1.5	-1	-1.6	5
- O=c1[nH]c2ccccc2n1CCCOc1ccccc1
→ nt	8	65	5	-3	-1	1.4	-10	-0.9	-4
- Cc1oc2c(cc(NS(=O)(=O)c3ccc(Cl)cc3)c3ccccc32)c1C(=O)O
→ 0	7	98	-15	-2	-2	2.9	0	2.9	-15
- Cc1c(C(=O)NCCC2=CCCCC2)sc2ncnc(N3CCCCC3C)c12 (centres undefined)
→ -1	0	99	4	7	2	0.4	-5	-0.7	4
- O=C(Nc1nccs1)c1ccc(S(=O)(=O)N2CCOCC2)cc1
→ 0	-4	99	1	5	-3	0.9	3	-0.2	-10

Some of the entries so far, with each value named.
O=C1NC(=S)NC1=Cc1ccc(Cl)cc1Cl
  Wnt bcat act: -1; RTF Ca sens act: -5; DSG3 Ab inh: 90; MOR-DOR inv ag: 13; RTF Ca sens inh: 0; V-ATPase pHluor: -2; C-LANA FP: -0.5; Keap1-Nrf2 PPI: -1; OPRM1-OPRD1 ag: -2.5; Arrestin-AP2 inh: 28

Cc1oc2c(cc(NS(=O)(=O)c3ccc(Cl)cc3)c3ccccc32)c1C(=O)O
  Wnt bcat act: 0; RTF Ca sens act: 7; DSG3 Ab inh: 98; MOR-DOR inv ag: -15; RTF Ca sens inh: -2; V-ATPase pHluor: -2; C-LANA FP: 2.9; Keap1-Nrf2 PPI: 0; OPRM1-OPRD1 ag: 2.9; Arrestin-AP2 inh: -15

CCC1CCc2sc(C(=O)N3CCN(c4ccccn4)CC3)cc2C1 (centres undefined)
  Wnt bcat act: 0; RTF Ca sens act: -2; DSG3 Ab inh: 112; MOR-DOR inv ag: -22; RTF Ca sens inh: 5; V-ATPase pHluor: 2; C-LANA FP: -1.2; Keap1-Nrf2 PPI: -8; OPRM1-OPRD1 ag: 4.0; Arrestin-AP2 inh: -13

CN1C/C(=C/c2ccncc2)C(=O)/C(=C/c2ccncc2)C1
  Wnt bcat act: -1; RTF Ca sens act: -3; DSG3 Ab inh: nt; MOR-DOR inv ag: 12; RTF Ca sens inh: -16; V-ATPase pHluor: -3; C-LANA FP: 1.5; Keap1-Nrf2 PPI: -1; OPRM1-OPRD1 ag: -1.6; Arrestin-AP2 inh: 5

RTF Ca sens act, hit marks shown above.
| compound | Wnt bcat act | RTF Ca sens act | DSG3 Ab inh | MOR-DOR inv ag | V-ATPase pHluor | C-LANA FP | Keap1-Nrf2 PPI | OPRM1-OPRD1 ag | Arrestin-AP2 inh |
| --- | --- | --- | --- | --- | --- | --- | --- | --- | --- |
| CCN(CC)c1ccc(/C=C/c2cccc[n+]2C)c(OC)c1 | -6 | 75* | 199 | 22 | 3 | -47 | -135 | -4.6 | -28 |

(cont.)
molecule,Wnt bcat act,RTF Ca sens act,DSG3 Ab inh,MOR-DOR inv ag,RTF Ca sens inh,V-ATPase pHluor,C-LANA FP,Keap1-Nrf2 PPI,OPRM1-OPRD1 ag,Arrestin-AP2 inh
Cc1ccccc1C(=O)NC1CCN(C(=O)Nc2ccccc2Cl)CC1,-1,5,102,6,-20,2,-1.4,-8,-1.1,-25
CC(=O)O[C@@]1(C)C[C@@H](O)[C@]2(O)C=CO[C@@H](O[C@@H]3O[C@H](CO)[C@@H](O)[C@H](O)[C@H]3O)[C@@H]21,-1,0,104,4,-9,-1,-0.4,-3,-0.8,15
COc1ccc(C(=O)Nc2ccc(Br)cc2F)cc1S(=O)(=O)N1CCCC1,0,-2,102,4,6,0,-0.9,3,-0.6,-9
CCCc1cc2c(cc1NC(=O)c1ccco1)OCO2,0,-3,nt,6,-12,2,0.3,-3,-1.2,-15
COc1ccc(C(=O)CC(=O)Nc2ccc([N+](=O)[O-])cc2)cc1,-2,2,111,8,1,6,-1.0,0,-1.5,9
CC(C)(C)OC(=O)N1CCC(NC(=O)c2[nH]cnc2C(=O)Nc2ccc(Cl)cc2)CC1,-3,4,nt,-17,-13,0,-0.2,-4,3.0,7
Cc1ccc(OCC(=O)Nc2ccc(S(=O)(=O)N(C)C3CCN(C)CC3)cc2)c(C)c1,3,-5,100,9,3,-1,2.7,-2,-1.7,-10
Cc1cccc(NC(=O)c2cc3ccccc3c(=O)o2)n1,52*,-1,87,15,-12,10,0.1,-2,-3.0,-6
CCC(=O)NC(c1ccccc1)c1c(OC(C)=O)ccc2ccccc12 (centres undefined),6,0,107,8,-1,0,1.8,4,-1.6,-8
